KKLEB tox – cytotoxicity in KKLEB CF airway cells, primary screen, cytotoxicity control for CF NF-kB inhibitor project, cell-based, uHTS, fluorescence assay plates; KKLEB CF airway cells viability, ATPlite luminescence, overnight; active compounds read low; cells stimulated with P. aeruginosa culture filtrate; activity change (cytotoxicity), % at 5 µM; 0.36% of 360,000 active;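 active means corrected activity change at or below -50% at 5 µM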
Shn3 3UTR inh – reduction of Shn3 3'UTR firefly luciferase signal, primary screen, Schnurri-3 inhibitor project, cell-based, Clone20 osteoblasts, set 2. Clone20 osteoblast Shn3 3'UTR firefly luciferase, 24 h. inhibition, % at 12.5 µM. 0.52% of 360,000 active. AID 588674, 2011;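 active means mean inhibition of at least 75% with every replicate also reaching 75%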;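 further: 0% = median of neutral control wells and 100% = pilot-screen positive control compound; some compounds past the cut are filed as inactive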
CF NFkB block – inhibitors of PAF-induced NF-kB signaling, primary screen, cell-based, GFP fluorescence, uHTS; KKLEB NF-kB-GFP reporter, GFP fluorescence overnight; inhibition, % at 5 µM; 0.86% of 360,000 active; AID 588850, 2011;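 active means at least 50% inhibition at 5 µM, scaled per plate between neutral and stimulator controls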;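 further: PAF is a Pseudomonas aeruginosa culture filtrate used as stimulus; plate controls were PAF-stimulated DMSO wells for no effect and unstimulated DMSO wells for full effect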
HIF-2a block – HIF-2a reporter inhibitors, primary screen, luminescence, 786-0 RCC cells; 786-0 RCC cells HIF-2a reporter, luciferase luminescence, overnight; 0.72% of 360,000 active; inhibition, % at 18.8 µM; AID 624352, 2012;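 active means inhibition of the luminescence signal of 40% or more relative to plate controls, in a single-dose primary screen at 18.75 µM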
hiPSC survival – enhancers of single-cell hiPSC survival, primary screen, ATPlite luminescence | 100% = ROCK inhibitor wells, 0% = DMSO | survival enhancement, % at 20 µM | 0.044% of 360,000 active | AID 602274, 2012; in the data active means survival enhancement above about 18%;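 further: cells exposed to compounds for 16 hours before the ATP read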
aDG glyco act – activators of alpha-DG glycosylation, primary screen, uHTS, Pro5-aDG cells, AlphaScreen; alpha-DG glycosylation AlphaScreen (IIH6); 0% Pro5, 100% B10-LARGE cell signal; activation, % at 10 µM; 0.22% of 360,000 active; AID 624168, 2012;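 active means activation of at least 8% versus controls, or a plate z-score of at least 8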;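 further: Pro5 are CHO cells carrying HIG-tagged alpha-DG that lacks glycosylation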
NR2E3 ag-1 – NR2E3 agonists in two-hybrid cells, primary screen, cell-based, luminescence, CHO-S, Gal4-NCOR/VP16-NR2E3. luciferase. 0.35% of 360,000 active. inhibition of corepressor binding, % at 3.98 µM. Photoreceptor-specific nuclear receptor (Homo sapiens), Q9Y5X4. AID 602229, 2012;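 active means inhibition above the mean of all tested compounds plus 3 SD, cut at about 70% in these data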;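 further: 0% = DMSO with NR2E3 transfected cells and 100% = cells lacking NR2E3 construct; higher means lower luciferase signal from less NR2E3 corepressor binding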
Target sequence (Q9Y5X4 whole entry, looked up, the tested form may be a part): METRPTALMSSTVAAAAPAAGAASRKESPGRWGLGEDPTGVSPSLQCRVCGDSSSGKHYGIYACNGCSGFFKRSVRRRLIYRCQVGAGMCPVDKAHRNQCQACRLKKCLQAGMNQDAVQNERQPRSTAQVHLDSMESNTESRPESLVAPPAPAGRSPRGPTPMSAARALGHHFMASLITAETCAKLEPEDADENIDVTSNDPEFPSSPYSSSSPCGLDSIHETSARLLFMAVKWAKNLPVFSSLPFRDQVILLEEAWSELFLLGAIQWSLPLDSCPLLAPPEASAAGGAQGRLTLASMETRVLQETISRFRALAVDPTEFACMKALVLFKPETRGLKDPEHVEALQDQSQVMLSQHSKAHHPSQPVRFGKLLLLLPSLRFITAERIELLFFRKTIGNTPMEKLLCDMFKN
TRPM1 prom inh – inhibitors of MITF-dependent TRPM1 promoter reporter, primary screen, cell-based, SK-MEL-5, single point, luciferase; inhibition, % at 12.5 µM; 0.83% of 330,000 active; SK-MEL-5 TRPM1 promoter luciferase, 24 h;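 active means mean inhibition across replicates of 60% or more, whatever share of single replicates reaches that level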; further: values of inactives mirror those of a sister screen read the other way
NR2E3 ag-2 – inhibitors of NR2E3-RetCOR corepressor binding, primary screen, NR2E3 agonist project, biochemical, TR-FRET, GST-NR2E3, biotin-RetCOR; 1536-well; inhibition of corepressor binding, % at 4.78 µM; AID 2300, 2010; 0.12% of 320,000 active;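 active means percent inhibition above the cutoff of mean plus 3 SD of all tested compounds, set per screening campaign, cut at about 20% in these data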;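 further: 0% = DMSO wells and 100% = biotin wells as full block of FRET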
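Material – GST-tagged NR2E3 plus biotinylated RetCOR corepressor · Quantity – NR2E3 fusion 1.35 nM · Times – 5 h incubation at 4 °C · Medium – pH 7.5 Tris-based buffer · Technique – TR-FRET, Eu(K)-anti-GST donor, streptavidin-D2 acceptor, ex 340, em 617/671 nm · Benchmarks – high control biotin, low control 0.6% DMSO · Format – 1536-well plates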
Peg3 prom inh – Peg3 promoter-driven luciferase inhibitors, primary screen, cell-based, HeLa, luciferase luminescence; inhibition, % at 20 µM; HeLa PEG-Prom luciferase reporter, overnight; 1.7% of 360,000 active; AID 588405, 2011;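 active means inhibition of at least 50% at 20 µM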
TWEAK Fn14 block – inhibitors of TWEAK-Fn14 signaling, primary screen, luciferase reporter cells, uHTS; TWEAK-stimulated Fn14 reporter cells, luciferase luminescence, 8 h; inhibition, % at 10 µM; 2% of 360,000 active; AID 1159606, 2016; in the data active means inhibition above about 50%
Numbers without * were called inactive; nt = no result given. Hits appear at their usual frequency (roughly 4.4% active in at least one column).

smiles,hiPSC survival,CF NFkB block,TWEAK Fn14 block,Peg3 prom inh,NR2E3 ag-2,TRPM1 prom inh,NR2E3 ag-1,HIF-2a block,KKLEB tox,Shn3 3UTR inh,aDG glyco act
CC1(C)CC(=O)C2=C(C1)Nc1ccccc1N(C(=O)C1CC1)C2c1ccco1 (stereo not drawn),0.4,0,20,2,0,7,33,15,7,-21,0.2
CC(=O)c1sc2nc(CSc3nncn3C)[nH]c(=O)c2c1C,-0.4,-9,-3,11,-1,6,-4,9,4,-2,-0.2
CCOc1ccc(CC(=O)Nc2c(C(N)=O)oc3ccccc23)cc1OCC,-2.2,8,5,6,-3,1,-28,12,3,13,0.0
CN(c1ccccc1)S(=O)(=O)c1ccc(C(=O)N2CCCC2)cc1,-0.2,8,2,11,2,-1,9,9,7,-5,0.1
CCn1c(=O)c(C(=O)NCc2ccccn2)c(O)c2ccccc21,-0.2,-12,-6,4,2,4,-2,-3,6,-9,0.0
CC1=C(OC(=O)c2ccccc2)C(C)(C)C(c2ccccc2)OC1=O (stereo not drawn),-4.6,11,14,17,-2,-10,7,-1,-2,6,-0.1
COc1cccc(NC(=O)CSc2nc3c(sc4ccccc43)c(=O)n2CCCN2CCCC2)c1,-0.4,-6,-34,94*,-5,98*,-20,-28,-14,-39,0.0
Cc1nc(Cl)c(C(=O)NC(=O)NCc2ccccc2)c(C)c1Cl,-0.2,11,2,19,-2,-6,-1,30,-12,-15,-0.1
COc1cccc(-c2cc(C(=O)NCc3ccco3)no2)c1,-0.1,-10,2,-274,-1,-62,-99,-293,13,-79,-0.2
O=C(CO)N/N=C/c1c2ccccc2cc2ccccc12,0.6,-36,-25,-14,-8,-3,-13,-30,14,-14,-0.2
CC(=O)c1ccc(NC(=S)NC2CCCC(C)C2C)cc1 (stereo not drawn),-0.2,4,36,-61,-2,-30,-19,-52,11,-37,0.0
CC(Sc1nc(-c2ccc(F)cc2)cs1)C(=O)N1c2ccccc2CC1C (stereo not drawn),-1.1,-15,30,29,-2,13,-17,27,12,15,0.1
COc1ccc(NS(=O)(=O)c2ccc(N3CCN(CCO)CC3)c([N+](=O)[O-])c2)cc1,0.6,-4,-2,13,0,10,17,5,-2,76,1.8
COc1ccc(OC)c(Cc2nnc(CCC(=O)NC3CCCCC3)o2)c1,0.9,-6,-8,-59,5,-13,-30,-98,5,-8,0.0
Cc1ccc(NC(=O)c2cc(N3C(=O)C=CC3=O)ccc2N2CCOCC2)cc1Cl,0.0,30,-1,93*,-1,78*,-30,48*,-9,76,-0.5
Cn1c(=O)cc(Nc2ccccc2)[nH]c1=O,-1.0,2,13,13,0,5,13,22,4,-19,-0.1
CCOc1ccc(N(CC(=O)NC(C)(C)C)S(=O)(=O)c2c(C)noc2C)cc1,-2.3,11,-11,4,-2,-9,-2,-3,4,5,0.1
O=C(CCSc1ccccc1)NCCN1CCOCC1,-1.4,22,-5,-19,-1,5,14,-48,4,-17,-0.3
Cc1ccc(S(=O)(=O)N2CCC(C(=O)OCC(=O)NCc3cccc(Cl)c3)CC2)cc1C,-0.1,-4,9,5,nt,-2,-14,9,11,-4,-0.1
COC(=O)C1OC(OC2CC[C@]3(C)C(CC[C@@]4(C)[C@@H]3CC=C3[C@@H]5CC(C)(C)CC[C@]5(C(=O)OC5OC(CO)C(O)C(O)C5O)CC[C@]34C)C2(C)C)C(O)C(O)C1O[C@H]1OCC(O)C(O)C1O (stereo partly drawn),5.0,25,38,1,nt,0,-7,11,7,17,0.9
CCC(NC(=O)c1ccccc1Br)c1ccccc1 (stereo not drawn),-1.3,10,-16,3,-4,-14,20,6,3,0,-0.1
O=C(N/N=C\c1ccc(F)cc1)c1cc(OCC(F)(F)F)ccc1OCC(F)(F)F,4.9,-11,8,3,2,1,13,15,4,13,0.0
COc1cccc(-c2nnc(NC(=O)c3ccc(S(=O)(=O)N4CCOCC4)cc3)o2)c1,1.9,14,6,21,-1,15,-7,12,-2,15,0.6
CC(C)c1ccc(OCC(=O)Nc2ccccc2C(=O)N2CCOCC2)cc1,0.7,-8,13,2,-3,6,-10,9,-6,12,0.0

An excerpt from above in order of their number in Peg3 prom inh, descending:
canonical_smiles | CF NFkB block | TWEAK Fn14 block | Peg3 prom inh | NR2E3 ag-2 | TRPM1 prom inh | NR2E3 ag-1 | HIF-2a block | Shn3 3UTR inh | aDG glyco act
COc1cccc(-c2nnc(NC(=O)c3ccc(S(=O)(=O)N4CCOCC4)cc3)o2)c1 | 14 | 6 | 21 | -1 | 15 | -7 | 12 | 15 | 0.6
Cc1ccc(S(=O)(=O)N2CCC(C(=O)OCC(=O)NCc3cccc(Cl)c3)CC2)cc1C | -4 | 9 | 5 | nt | -2 | -14 | 9 | -4 | -0.1
O=C(N/N=C\c1ccc(F)cc1)c1cc(OCC(F)(F)F)ccc1OCC(F)(F)F | -11 | 8 | 3 | 2 | 1 | 13 | 15 | 13 | 0.0
CC(C)c1ccc(OCC(=O)Nc2ccccc2C(=O)N2CCOCC2)cc1 | -8 | 13 | 2 | -3 | 6 | -10 | 9 | 12 | 0.0
COC(=O)C1OC(OC2CC[C@]3(C)C(CC[C@@]4(C)[C@@H]3CC=C3[C@@H]5CC(C)(C)CC[C@]5(C(=O)OC5OC(CO)C(O)C(O)C5O)CC[C@]34C)C2(C)C)C(O)C(O)C1O[C@H]1OCC(O)C(O)C1O (stereo partly drawn) | 25 | 38 | 1 | nt | 0 | -7 | 11 | 17 | 0.9
O=C(CCSc1ccccc1)NCCN1CCOCC1 | 22 | -5 | -19 | -1 | 5 | 14 | -48 | -17 | -0.3

Carrying on.
smiles,hiPSC survival,CF NFkB block,TWEAK Fn14 block,Peg3 prom inh,NR2E3 ag-2,TRPM1 prom inh,NR2E3 ag-1,HIF-2a block,KKLEB tox,Shn3 3UTR inh,aDG glyco act
Nc1[nH]c(=S)[nH]c(=O)c1-c1ccccc1,1.0,-5,-2,15,2,8,-5,15,-2,3,-0.1
CN(C(=O)c1ccc(NC(=O)Cc2ccc(NC(=O)C3CCN(C(=O)C4CC4)CC3)cc2)cc1)C1CCCC1,1.5,-3,-6,-14,nt,-7,10,13,1,-16,-0.3
COc1cc(NC(=O)OCc2ccccc2)c2ncccc2c1,-1.2,-2,6,1,nt,15,-34,-14,-12,-3,-0.4
COc1ccccc1S(=O)(=O)Nc1cc(C)nn1-c1ccc(C)cc1,0.4,-6,0,-1,8,18,-13,15,6,13,0.0
Nc1cccc(-c2nc3ncccc3o2)c1,0.0,-26,-16,-68,4,-32,-14,-132,16,-44,0.0
N/C(=N\O)c1ccc(Cl)cc1Cl,-0.5,5,4,14,3,10,-19,9,2,5,0.2
Cc1ccccc1N1C(=O)N(c2cccc(C(F)(F)F)c2)C2CS(=O)(=O)CC21 (stereo not drawn),-1.8,8,7,21,2,3,-5,15,-7,1,-0.1
Cc1oc(-c2ccccc2F)nc1CS(=O)(=O)CC(=O)N1CCOCC1,-1.9,-1,2,8,1,nt,-3,8,10,23,0.0
CCCCCN(C(=O)CCC(=O)OCCOc1ccc(OCC)cc1)c1c(N)n(CCCC)c(=O)[nH]c1=O,-0.4,-2,2,4,0,3,5,8,8,4,0.3
Cc1ccc(C=Nc2ccc(N(C)C)cc2)o1,-1.2,-7,62*,-124,-29,-4,-22,-137,9,10,-0.1
COc1ccccc1NC(=O)N(C)C[C@@H]1OCc2cnnn2CCCC(=O)N([C@@H](C)CO)C[C@@H]1C,-1.6,-11,-6,-16,nt,nt,0,15,-2,-3,0.0
COC(=O)CSc1nc(NC(C)C)nc(N(C)C)n1,-0.3,9,1,1,0,0,-22,5,-5,12,-0.1
COc1ccccc1C1NC(=O)NC(C)=C1C(C)=O (stereo not drawn),1.9,0,-1,0,-3,-2,-11,14,1,-11,2.3
O=C(Nc1ccccc1NC(=O)c1ccccc1Cl)c1ccccc1Cl,0.2,-3,14,6,1,1,-1,9,1,17,-0.1
O=C1c2ccccc2C(=O)N1CCN1CCOCC1,2.9,23,-9,-1,5,12,-34,8,1,1,-0.2
Cc1ccnc(N2C(=O)c3cccc4c([N+](=O)[O-])ccc(c34)C2=O)c1,7.2,-5,-36,108*,5,13,-56,18,-5,47,-0.4
CC(C)(C)OC(=O)NCc1ccc(NC(=O)c2nc[nH]c2C(=O)N[C@@H](Cc2ccccc2)C(=O)OC(C)(C)C)cc1,-1.0,14,29,33,5,4,8,7,-4,-4,-0.3
O=S(=O)(c1ccccc1)N1CCN(C2CCCCCCC2)CC1,-3.3,-5,-15,22,2,8,-3,32,4,4,-0.3
CCOC(=O)N1CCN(C(=O)COc2cc(=O)n(CC)c3ccccc23)CC1,-2.9,-30,2,2,-1,4,9,7,-26,-33,-0.2
CCOCCCNC(=S)N1CCC(NC(=O)C2CCCCC2)CC1,-1.4,-12,18,10,1,-1,-31,4,1,2,0.3
O=C(c1ccco1)N1CCN(Cc2cccnc2)CC1,0.9,-1,-3,8,-1,3,-10,12,0,2,0.0
CC(C)NC(=O)N(C)C[C@@H]1OCc2ccccc2-c2c(n(C)c3ccccc23)C(=O)N([C@@H](C)CO)C[C@@H]1C,-1.9,-60,9,3,nt,nt,8,9,22,-16,-0.1
Cc1ccc(S(=O)(=O)N[C@H](C(=O)N2CCC(C(=O)NCC(=O)O)CC2)C(C)C)cc1,-0.9,2,15,-7,3,7,15,10,0,-5,0.4
COc1ccc(NC(=O)C2CC(=O)OC23CCOC(C)(C)C3)cc1 (stereo not drawn),-1.0,22,1,-4,0,-5,-8,2,7,-15,0.2
COCCN(CC(=O)Nc1cccc(C)c1C)C(=O)CN1C(=O)NC2(CCCCC2)C1=O,-0.6,27,6,12,2,-2,6,-3,9,-19,2.3

Entries listed so far containing a nitro group on carbon, in the order listed:
smiles,hiPSC survival,CF NFkB block,TWEAK Fn14 block,Peg3 prom inh,NR2E3 ag-2,TRPM1 prom inh,NR2E3 ag-1,HIF-2a block,KKLEB tox,Shn3 3UTR inh,aDG glyco act
COc1ccc(NS(=O)(=O)c2ccc(N3CCN(CCO)CC3)c([N+](=O)[O-])c2)cc1,0.6,-4,-2,13,0,10,17,5,-2,76,1.8
Cc1ccnc(N2C(=O)c3cccc4c([N+](=O)[O-])ccc(c34)C2=O)c1,7.2,-5,-36,108*,5,13,-56,18,-5,47,-0.4

Screening results deposited in PubChem by several laboratories.
